Screening data (PubChem)
VP16 counter = counter-screen for ROR gamma inhibitors: Gal4-VP16 reporter. hit rate 3.5% among 310,000. Potency, µM (highest dose often 53.6 µM), inactives show top-dose activity, negative = inhibition, usual class: inhibitors. AID 2546. Drosophila S2 Gal4-VP16 UAS-luciferase, luminescence, 20 h;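 further: Gal4-VP16 expression switched on by copper sulfate through the metallothionein promoter; potency means the concentration at half of the fitted maximal effect; on the % scale 0 is the no-effect control and ±100 the full control effect; nearly all actives have a fitted effect of over 50% in size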
NPC1 promoter act = NPC1 promoter activation; Huh7 NPC1 promoter luciferase reporter, 24 h; Potency, µM (doses to about 9.22 µM), for inactives: top-dose activation, usual class: activators; hit rate 2.4% among 320,000;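 further: potency means the concentration at half of the fitted maximal effect; % of control where 0% means no effect; nearly all actives have a fitted effect of over 60% in size; reporter is driven by a mutant NPC1 promoter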
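Compounds in DMSO were transferred onto Huh7 NPC1-luciferase reporter cells pre-incubated 2 h; after 24 h at 37 °C, Amplite reagent was dispensed and luminescence recorded 10 min later.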
uPA generation = blocks generation of uPA at the cell surface. AID 540303. cell surface uPA generation assay, qHTS. Potency, µM (doses to about 38.3 µM), without a hit: at the highest dose activity change, negative = inhibition, most hits filed as inhibitors. hit rate 0.31% among 330,000; active means well fitted inhibition curve with a large enough effect; inconclusive means small, poorly fitted or top-dose-only effect; inactive means no such curve, though single readings can be large or run the other way; tested in mouse RAW 264.7 cells; further: potency means the concentration at half of the fitted maximal effect; on the % scale 0 is the no-effect control and ±100 the full control effect; nearly all actives have a fitted effect of over 55% in size
ELG1 genotox = inducers of genotoxicity in HEK293T ELG1-luciferase cells | HEK293T ELG1-luciferase reporter, luminescence, 16 h | Potency, µM (doses to about 46 µM), inactives show at the top dose activity change, positive = activation, actives largely listed as activators | hit rate 1.3% among 330,000; further: potency means the concentration at half of the fitted maximal effect; % of control where 0% means no effect; nearly all actives have a fitted effect of over 60% in size
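Quantitative HTS format in 1536-well plates. HEK293T ELG1-luciferase reporter cells receive test compound and are incubated 16 hr at 37 °C, 5% CO2; ONE-Glo added, 30 min room temperature, then luminescence read.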
FLuc modulator = inhibits or activates purified firefly luciferase, miR-21 counter-screen | hit rate 6.9% among 360,000 | P08659 | AID 588342 | purified FLuc, Km substrates, luminescence inhibition | Potency, µM (doses to about 57.5 µM), inactives show at the top dose activity change, negative = inhibition, usual class: inhibitors;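 further: potency means the concentration at half of the fitted maximal effect; plate controls were vehicle for no effect and reference inhibitor for full effect; nearly all actives have a fitted effect of over 55% in size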
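Purified P. pyralis luciferase, 10 nM final, with Km-level 10 uM D-luciferin and 10 uM ATP in 50 mM Tris acetate pH 7.5, 10 mM Mg acetate, 0.01% Tween-20, 0.05% BSA; 6-point qHTS titration about 60 µM downward; luminescence read.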
Rab9 prom act = activates the Rab9 promoter. Huh7 Rab9 promoter-luciferase reporter, luminescence, 24 h. Potency, µM (series often up to 9.22 µM), inactives show at the highest dose activation, negative = inhibition, most hits filed as activators. hit rate 2.8% among 320,000. AID 485297; further: potency means the concentration at half of the fitted maximal effect; % of control where 0% means no effect; nearly all actives have a fitted effect of over 60% in size
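Promoter activation is measured as luciferase luminescence in Huh7 cells stably transfected with a Rab9 promoter–luciferase construct, following 24 h compound exposure at 37 °C and 10 min reagent incubation at ambient temperature.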
Tb PFK inh = inhibitors of T. brucei phosphofructokinase. T. brucei PFK, ADP-Glo luminescence. Potency, µM (doses to about 57.5 µM), for the others: at the highest dose activity, negative = inhibition, most hits filed as inhibitors. hit rate 0.17% among 330,000. AID 485367;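 further: potency means the concentration at half of the fitted maximal effect; 0% = uninhibited 1x PFK enzyme wells and -100% = no-enzyme wells; nearly all actives have a fitted effect of over 60% in size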
Target sequence (O15648 whole entry, looked up): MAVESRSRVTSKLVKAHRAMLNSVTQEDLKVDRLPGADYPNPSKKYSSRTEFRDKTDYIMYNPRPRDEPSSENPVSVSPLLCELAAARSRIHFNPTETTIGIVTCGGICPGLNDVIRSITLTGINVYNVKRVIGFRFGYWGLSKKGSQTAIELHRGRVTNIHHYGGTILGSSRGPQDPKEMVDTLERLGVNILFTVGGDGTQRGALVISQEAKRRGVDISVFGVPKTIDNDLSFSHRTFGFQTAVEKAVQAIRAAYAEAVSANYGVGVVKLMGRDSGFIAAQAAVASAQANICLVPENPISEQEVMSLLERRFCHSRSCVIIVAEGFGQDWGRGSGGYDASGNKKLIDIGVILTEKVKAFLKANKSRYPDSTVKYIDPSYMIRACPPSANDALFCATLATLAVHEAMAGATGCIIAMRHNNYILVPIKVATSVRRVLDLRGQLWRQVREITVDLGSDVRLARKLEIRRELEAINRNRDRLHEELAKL
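In TEA buffer at pH 8.0 with 5 mM MgCl2, enzyme (1.25 nM) converted F6P (0.5 mM) and ATP (0.1 mM) for 45 min at room temperature. ADP product was read by luciferase luminescence.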
KCNH2 3.1 inh = blocks the human KCNH2 3.1 channel isoform | activity change, % (tested at about 1.8 µM) | AID 720553 | U2OS KCNH2 3.1, thallium flux FluxOr; active compounds read low | hit rate 0.95% among 340,000;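 active means maximum activity change below -70%; inconclusive means maximum activity change from -70% to -50%; inactive means maximum activity change above -50%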;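 further: thallium influx rate constant from kinetic fluorescence after stimulation buffer; on the % scale 0 is the no-effect control and ±100 the full control effect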
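Virally transduced U2OS (3.1 isoform, 4 h infection in dark at RT) → overnight 37 C → FluxOr + Red40 in HBSS/HEPES, 45 min → stimulation buffer, 2 min kinetic read → rate constant vs DMSO controls.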
Giardia kill = Giardia lamblia killing | Giardia lamblia trophozoite viability | activity change, % at 7.66 µM, hits read low | hit rate 0.15% among 340,000; in the data active means activity change below about -80%; inconclusive means between about -30% and that limit;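 further: parasites exposed to compound for two days anaerobically before the ATP read; on the % scale 0 is the no-effect control and ±100 the full control effect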
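Killing of trophozoites was scored by loss of ATP luminescence after a 48 hrs anaerobic exposure to compounds at 37 deg C, using 100 cells per well.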
Coupling enz = counter-screen for Giardia aldolase inhibitors: coupling enzyme system; activity change, negative = inhibition, % at 58.2 µM, hits read low; AID 2472; coupling enzyme system counterscreen, AmpLite Red fluorescence; hit rate 0.67% among 290,000; in the data active means activity change below about -30%; further: on the % scale 0 is the no-effect control and ±100 the full control effect
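Counterscreen of the coupled detection system alone, without aldolase: glyceraldehyde-3-phosphate coupling enzymes plus AmpLite Red readout. Compounds at 57.5 uM final, 10 min RT preincubation, 20 min RT reaction, fluorescence 525/598 nm.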
RORgamma inh = ROR gamma (mouse) transcription inhibition; P51450; Drosophila S2 Gal4-RORgamma UAS-luciferase reporter, 20 h; Potency, µM (top dose mostly 53.6 µM), inactives show at the top dose activity change, negative = inhibition, hits mostly inhibitors; hit rate 5.4% among 310,000; further: potency means the concentration at half of the fitted maximal effect; on the % scale 0 is the no-effect control and ±100 the full control effect; nearly all actives have a fitted effect of over 60% in size
Target sequence (P51450 whole entry, looked up, the tested form may be a part): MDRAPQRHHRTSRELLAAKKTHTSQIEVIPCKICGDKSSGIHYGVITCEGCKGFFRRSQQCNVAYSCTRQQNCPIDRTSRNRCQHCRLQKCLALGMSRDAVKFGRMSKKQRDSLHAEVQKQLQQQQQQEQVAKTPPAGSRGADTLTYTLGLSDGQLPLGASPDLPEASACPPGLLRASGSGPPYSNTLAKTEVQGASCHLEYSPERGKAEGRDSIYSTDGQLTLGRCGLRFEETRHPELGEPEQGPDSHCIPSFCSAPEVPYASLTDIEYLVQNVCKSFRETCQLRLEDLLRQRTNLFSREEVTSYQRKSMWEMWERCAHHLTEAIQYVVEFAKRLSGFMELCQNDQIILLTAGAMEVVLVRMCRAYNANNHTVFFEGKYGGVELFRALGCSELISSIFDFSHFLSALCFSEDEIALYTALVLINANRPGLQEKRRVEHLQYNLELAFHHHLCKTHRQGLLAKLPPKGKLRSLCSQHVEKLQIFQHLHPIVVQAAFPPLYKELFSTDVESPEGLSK
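In this cell-based reporter format, copper sulfate (700 uM final) drives Gal4–ROR gamma fusion expression from a metallothionein promoter in Drosophila Schneider cells; compounds preincubated 1 hr, reporter read after 20 hr at ambient temperature.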
* hit, by the source's call; ? = inconclusive; . = no result given; & = joins results of further samples; [ ] = another dose, or the depositor's remark. Unless noted, the call rests on the fitted dose curve; in most records, active means well fitted curve in the direction sought with a large enough effect; inconclusive means small, poorly fitted or top-dose-only effect, or another doubt; inactive means no such curve, though single readings can be large; an effect the other way counts as inactive or inconclusive.

Sequence of screens – VP16 counter	NPC1 promoter act	uPA generation	ELG1 genotox	FLuc modulator	Rab9 prom act	Tb PFK inh	KCNH2 3.1 inh	Giardia kill	Coupling enz	RORgamma inh
CC(C)(C)c1cc(/C=N/O)cc(C(C)(C)C)c1O
  5%	-2%	2%	-13%	-1%	-5%	-2%	12	-8	3	26%
CCC(=O)Nc1cc(C(=O)O)ccc1Sc1ccc(C)cc1
  0%	-2%	4%	-1%	-18%	-6%	-3%	1	5	10	6%
Cc1csc2nc(COC(=O)c3cccc(N(C)C)c3)cc(=O)n12
  .	1.4µM*	-1%	?	.	2.8µM*	10%	0	14	.	.
CCOC(=O)CCC(=O)N1CCNC(=O)C1
  -9%	1%	3%	-5%	0%	-3%	5%	6	-4	6	-14%
Cc1c(C(=O)OCC(=O)NCc2ccccc2)oc2ccccc12
  .	-2%	0%	-1%	4%	-1%	2%	2	2	.	.
C[n+]1c(/C=C/c2ccc(O)cc2)ccc2ccccc21
  -4%	-7%	-6%	3%	13µM*	-2%	17%	-1	2	0	6%
O=C(CSc1nc(-c2ccccc2Cl)ns1)Nc1ccc2c(c1)OCO2
  -15%	-1%	-11%	7%	3%	10%	0%	-3	3	0	?
COc1ccccc1C(=O)Nc1ccc2nc(SCC(=O)N(C)C)sc2c1
  4%	-3%	4%	1%	?	-4%	-1%	-2	-19	-2	5%
COc1ccc(C2C(C(=O)Nc3ccccc3)=C(C)N=C3SCC(=O)N32)cc1 (stereo not given)
  5%	-4%	-3%	-2%	7%	-3%	0%	-1	6	3	4%
CCOC(=O)c1ccc(NC(=O)c2cccc(S(=O)(=O)N3c4ccccc4CC3C)c2)s1 (stereo not given)
  ?	-10%	-13%	-13%	3%	-9%	-1%	-15	-2	-5	?
Oc1ccc(N=Nc2cccc(Cl)c2)cc1C=Nc1ccc(N2CCOCC2)cc1
  -6%	13%	-5%	7%	-17%	0%	9%	-2	13	-3	-32%
COc1ccc(N2CCN(CC(=O)Nc3sccc3C#N)CC2)cc1
  17%	-2%	6%	-4%	0%	1%	-5%	1	7	-12	-15%
COc1ccc(NC(=O)c2c3c(nc4ccccc24)CCC3)cc1S(=O)(=O)N1CCOCC1
  -9%	0%	1%	1%	2%	-5%	-5%	4	32[activator]	-4	34%
C[C@@H]1O[C@@H](O[C@H]2[C@H](Oc3cc(O)c4c(c3)OC(c3ccc(O)cc3)CC4=O)O[C@H](CO)[C@@H](O)[C@@H]2O)[C@H](O)[C@H](O)[C@H]1O (stereo not given in full)
  .	1%	-12%	-5%	6%	-5%	-11%	-14	-16	.	.
N#Cc1ccccc1NC(=O)COC(=O)C1CCN(C(=O)c2ccc(Cl)cc2)CC1
  .	-2%	12%	-3%	-1%	-2%	-1%	4	-1	.	.
COc1cccc(Oc2nc(N)ncc2[N+](=O)[O-])c1
  -1%	4%	-6%	-10%	1%	-1%	-14%	-6	3	-1	-26%
C[C@H](CO)N1C[C@H](C)[C@@H](CN(C)S(=O)(=O)c2cccs2)Oc2c(NC(=O)c3ccncc3)cccc2C1=O
  .	.	4%	2%	.	.	11%	-9	-11	.	.
Cc1ccc(C(=O)NNC(=O)c2ccccc2O)cc1S(=O)(=O)N1CCCCC1
  .	-2%	1%	5%	?	-6%	0%	1	10	.	.
COc1ccc(C(=O)Nc2nnc(S(=O)(=O)Cc3ccc(F)cc3)s2)cc1
  0%	2%	2%	0%	4%	0%	1%	-2	34[activator]	2	0%
Cc1ccc(NC(=O)c2ccc3ncsc3c2)cc1S(=O)(=O)N(C)C
  7.1µM*	0.35µM*	.	?	2.1µM*	0.35µM*	-4%	.	.	1	7.9µM*
O=C(Cn1ncc2c([nH]c3ccccc32)c1=O)NCC1CCN(Cc2ccc(F)cc2)CC1
  -7%	-6%	6%	1%[9.26 µM]	2%&-1%	-1%	0%	-98*	14	-3	-34%
CCOc1ccccc1C(=O)Nc1nnc(C(C)C)s1
  -3%	12%	16%	?	?	-3%	1%	-28	-16	1	33%
O=C(COC(=O)c1c2c(nc3ccccc13)CCCCC2)c1ccc(Cl)s1
  -3%	1%	5%	-9%	13µM*	13%	-8%	0	-6	-1	?
COc1ccccc1C(=O)NC(C)c1nc2ccccc2[nH]1 (stereo not given)
  -2%	-2%	-1%	-1%	0%	-6%	0%	4	-22	-1	-17%
O=C(N/N=C/c1coc2ccccc2c1=O)c1cc(Br)ccc1O
  -17%	0%	19%	-7%	7%	3%	-11%	-6	2	5	-15%
NC(=O)CSc1nnc(Cn2c(=O)sc3ccccc32)n1CCc1ccccc1
  -8%	-11%	-5%	4%	0%	1%	10%	-9	-23	2	-37%
Cc1ccccc1OCc1nnc(SCC(=O)O)n1Cc1ccccc1
  -1%	-6%	8%	-2%	?	-1%	11%	-32	14	16	-20%
CCC(C)[C@H](NC(=O)c1cc2cc(Cl)ccc2n1C)C(=O)N1CCC(C(=O)O)CC1 (stereo not given in full)
  4%	1%	-1%	-1%	0%	0%	-19%	5	2	10	18%
O=C(c1cc(Cl)nc2ccccc12)N1CCN(S(=O)(=O)c2cccc(F)c2)CC1
  .	2%	-7%	-11%	1%	2%	-1%	4	-6	.	.
O=C(Nc1cccc(C(=O)Nc2ccccc2F)c1)c1ccccc1
  -7%	-6%	2%	-3%	?	0%	2%	-2	-13	0	?
CCN(CC(=O)Nc1ccc(OC)cc1)CC(=O)Nc1ccc(Br)cc1F
  3%	-4%	7%	-12%	-18%	1%	-4%	-1	5	-6	22%
Cc1noc(C)c1C(=O)Nc1nc2ccc(S(C)(=O)=O)cc2s1
  11µM*	?	5µM*	?	1.1µM*	?	2%	0	?	.	-32%
Cc1nn(CC(=O)N2CCN(c3ccccn3)CC2)c(=O)c2cc3sccc3n12
  -1%	2%	-9%	7%	5%	1%	-2%	-2	20	.	-5%
COC(=O)CC1(c2ccc(OC)cc2)C(=O)c2ccccc2C1=O
  2%	-3%	-6%	-1%	0%	1%	-2%	9	0	0	3%
COc1cc(C(=O)Nc2ccc(OCC(=O)N3CCOCC3)cc2C)cc(OC)c1OC
  10%	0%	6%	4%	7%	-1%	-1%	6	-10	1	-8%
NC(=NC1CCCCC1)c1ccc([N+](=O)[O-])cc1
  0%	3%	0%	0%	1%	0%	-10%	-21	5	-2	-30%
COc1ccc(NS(=O)(=O)c2cccc(C(=O)NNC(=O)c3cc(S(N)(=O)=O)ccc3OC)c2)cc1
  .	-1%	-5%	-9%	0%	2%	-9%	-6	12	.	.
Cc1ccc(S(=O)(=O)NC(Cc2ccccc2)C(=O)NN)cc1 (stereo not given)
  4%	-1%	-1%	-4%	1%	0%	2%	-10	1	1	-17%
COc1ccc(/C=C(/NC(=O)c2ccco2)C(=O)N2CCCCC2)cc1
  .	-2%	-1%	0%	0%	-1%	1%	2	-13	1	.
COc1ccc(Oc2nc(C)cc(C)c2S(C)(=O)=O)cc1
  3%	0%	-5%	2%	3%	1%	0%	-1	4	3	19%
O=C(NNC(=S)NCc1ccc(Cl)cc1)c1ccc2c(c1)OCO2
  6%	-2%	11%	2%	-4%	-11%	-8%	7	-14	1	-14%
COCCCn1c(SCC(=O)N2CCOCC2)nnc1-c1ccco1
  0%	-3%	3%	-8%	1%	0%	3%	-11	1	0	-21%
COc1cc2oc3ccccc3c2cc1N(CC(=O)N(C)C)S(=O)(=O)c1ccccc1
  20%	.	0%	.	1%	.	.	-84*	5	6	-16%
O=C(CSc1nnc(CNc2ccccc2)o1)N1CCN(C(=O)c2ccco2)CC1
  -1%	-1%	2%	-3%	-2%	0%	-15%	0	-8	1	18%
CCOC(=O)C1C(c2cccs2)NC(=O)NC1(O)C(F)(F)F (stereo not given)
  0%	-1%	14%	2%	-1%	-8%	-3%	21	15	2	-20%
COc1ccc(NC(=O)c2ccccc2N2C(=O)C3C4C=CC(C5CC45)C3C2=O)c(OC)c1 (stereo not given)
  5%	1%	-2%	-5%	-8%	-6%	-6%	4	13	-10	4%
COc1cccc(CC(=O)NCCCSc2ccccc2)c1
  ?	2%	-1%	0%	0%	0%	0%	4	7	5	5%
COc1ccc(/C=C/C(=O)c2ccc(NC3=NCCCS3)cc2)cc1OC
  -7%	-10%	-13%	-29%	?	-1%	6%	-11	4	3	?
CCc1nc(N)c(C#N)c(-c2ccc(F)cc2)c1C
  2%	1%	0%	10%	0%	-3%	-1%	-11	-9	4	1%
Cc1ccc(CNC(=O)CN2C(=O)C3(OCCCO3)c3ccccc32)cc1
  -10%	1%	.	-1%	-11%	-4%	15%	-2	21	3	37%
CCCCOCCCNC(=O)Cc1ccccc1OC
  5%	1%	-4%	2%	1%	3%	0%	11	-9	2	5%
